Source: PubChem BioAssay
Anthrax LF inh2: inhibitors of Bacillus anthracis lethal factor protease; P15917; multiplex microsphere protease cleavage assay, LF; hit rate 0.12% among 360,000; inhibition, % at 10 µM; in the data active = inhibition above about 30%; inconclusive = no clear call, values can overlap the other calls; also: plate controls were buffer without enzyme for full effect and enzyme alone for no effect
DUSP3 inh: blocks human VHR1 dual specificity phosphatase; P51452; recombinant VHR phosphatase, pNPP absorbance; inhibition, % at 13.3 µM; hit rate 0.52% among 290,000; in the data active = inhibition above about 50%; also: some compounds called inactive have numbers as strong as hits
SARS 3CLpro inh: SARS-CoV 3CLpro protease inhibition; P0C6X7; recombinant SARS-CoV 3CLpro, quenched FRET peptide cleavage; inhibition, % at 6 µM; hit rate 0.14% among 290,000; in the data active = inhibition above about 12%
TcdB GH inh: TcdB glycohydrolase inhibition | inhibition, % at 9.99 µM | TcdB glycohydrolase enzymatic assay, plate reader | hit rate 0.24% among 350,000; in the data active = inhibition above about 10%
Rv3671c inh: Rv3671c (M. tuberculosis) protease inhibition | P9WHR9 | inhibition, % at 5.96 µM | hit rate 0.048% among 320,000 | AID 2606; in the data active = inhibition above about 38%;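 also: extracellular domain of Rv3671c used as enzyme; 0% = enzyme with DMSO and 100% = no enzyme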
PriA SSB inh: inhibitors of Klebsiella pneumoniae PriA binding to SSB C-terminal tail; AlphaScreen SSBct-PriA binding, biotinylated peptide; inhibition, % at 33 µM; hit rate 0.6% among 430,000; AID 1272365; in the data active = inhibition mostly above about 37%, no sharp cut-off; inactive = mostly below about 20%;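 also: plate controls were negative control peptide for no effect and reference peptide for full effect; strong numbers were not always called active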
Yp Topo-I inh: inhibitors of Yersinia pestis topoisomerase I; Y. pestis Topo-I cleavage product accumulation, plate reader; activity, % at 10 µM; hit rate 0.064% among 360,000; in the data active = activity above about 50%, passing the limit was not always enough; inconclusive = no clear call, values can overlap the other calls; also: inactives centre near 2
BH1578 lux ind: quorum light induction in luxS cqsA deficient V. cholerae | V. cholerae BH1578 lux reporter, luminescence, 6 h | activation, % at 18.7 µM | hit rate 0.16% among 350,000; in the data active = activation mostly above about 9.7%, no sharp cut-off; inconclusive = no clear call, values can overlap the other calls; inactive = mostly below about 3.7%; also: not every result past the cut was called active; inactives centre near 0; reference of the scale not given here
PfHsp40 yeast: compounds rescuing yeast from Plasmodium falciparum HSP40 toxicity; S. cerevisiae expressing PfHsp40, growth rescue, ATP luminescence; growth rescue, % at 12.5 µM; hit rate 0.68% among 340,000; in the data active = growth rescue above about 28%, passing the limit was not always enough; inconclusive = no clear call, values can overlap the other calls;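 also: yeast W303a lacking pdr1 and pdr3 grown in galactose medium; growth measured after three days at 30 °C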
MazF activator: increases E. coli MazEF RNase cleavage of RNA; P0AE70; FAM/BHQ RNA-DNA oligo cleavage fluorescence, 5 h; activation, % at 20 µM; hit rate 0.32% among 350,000; in the data active = activation above about 50%
* = called active by the depositor; i = inactive; ? = inconclusive; . = not tested or not shown; & = joins results of further samples. Not all compounds are listed. The share of hits here may be higher or lower than overall.

SMILES	Anthrax LF inh2	DUSP3 inh	SARS 3CLpro inh	TcdB GH inh	Rv3671c inh	PriA SSB inh	Yp Topo-I inh	BH1578 lux ind	PfHsp40 yeast	MazF activator
Nc1[nH]nc2nc(-c3ccccc3)[nH]c(=O)c12	0.8	8.8	0.8	0.9	0.3	-2.5	5.9	-0.5	0.1	9.1
COc1cccc2sc(=NC(=O)CS(=O)(=O)c3ccc(F)cc3)n(C)c12	3.8	.	.	-4.7	8.2	9.1	5.5	i	0.1	6.5
Cc1ccc(C(=O)NNC(=O)CSc2nnc(C3CC3)n2C)cc1	0.1	5.8	-1.5	-6.7	-1.4	-11.9	-2.5	-1.5	-0.6	-8.2
CC(C)c1nc(-c2ccccn2)no1	3.9	28.7	-3.8	.	0.7	-7.2	6.2	-1.7	0.4	5.5
O=c1oc2ccccc2c(O)c1C=Nc1cccnc1	-1.1	24.7	-2.5	0.2	-2.3	-7.4&7.0	-2.2	i	-0.3	-16.2
O=C(c1cc(F)ccc1F)C1CCCN(C(=O)CCCN2CCCCC2=O)C1 (centres undefined)	-1.6	-0.9	-2.4	0.6	4.9	-21.8	-7.1	i	-0.8	1.8
O=C(c1ccc(S(=O)(=O)Nc2ccccc2Cl)cc1)N1CCCC1	-7.4	.	.	0.0	-13.8	3.0	2.5	-0.7	-0.9	0.7
CCOc1ncccc1C(=O)Nc1ccc(Cl)c(S(=O)(=O)N2CCCC2)c1	-1.0	14.7	1.7	-0.5	-6.3	-3.8	-3.9	-0.3	-1.0	10.9
Cn1cnc([N+](=O)[O-])c1SCCO	6.2	21.3	-2.0	2.5	5.1	-0.4	7.5	-0.6	-0.4	9.5
Cc1cc(NC(=O)c2ccc(Cl)c(S(=O)(=O)N3CCOCC3)c2)no1	0.5	9.6	1.5	2.5	0.4	-17.4&6.0	-7.7	1.8	-0.5	-2.9
Cn1c(=O)c2c(nc(CN3CCN(C(=O)c4ccco4)CC3)n2CC(=O)C(C)(C)C)n(C)c1=O	-6.8	40.7	3.2	1.4	8.8	1.0&-1.4	4.3	-6.9	-1.1	7.0
CC(NC(=O)c1ccco1)C1COc2ccccc2O1 (centres undefined)	-4.7	14.5	-2.3	.	-0.7	-4.8	6.3	.	0.3	-22.5

Complete entries from above. Order of screens: Anthrax LF inh2, DUSP3 inh, SARS 3CLpro inh, TcdB GH inh, Rv3671c inh, PriA SSB inh, Yp Topo-I inh, BH1578 lux ind, PfHsp40 yeast, MazF activator
Nc1[nH]nc2nc(-c3ccccc3)[nH]c(=O)c12 is entered as 0.8, 8.8, 0.8, 0.9, 0.3, -2.5, 5.9, -0.5, 0.1, 9.1
COc1cccc2sc(=NC(=O)CS(=O)(=O)c3ccc(F)cc3)n(C)c12 is entered as 3.8, ., ., -4.7, 8.2, 9.1, 5.5, i, 0.1, 6.5

Continued.
SMILES	Anthrax LF inh2	DUSP3 inh	SARS 3CLpro inh	TcdB GH inh	Rv3671c inh	PriA SSB inh	Yp Topo-I inh	BH1578 lux ind	PfHsp40 yeast	MazF activator
Cc1ccccc1NC(=O)CCN1CCCC1	1.2	-8.6	-1.8	1.4	-3.2	-8.1	-5.7	-0.3	-1.4	3.2
CCn1cc(C2N3CC4(C)CN2CC(C)(C3)C4=O)c2ccccc21 (centres undefined)	-3.1	12.4	4.4	1.8	3.1	5.5	-3.8	-0.3	-0.9	7.2
COc1ccc(/C=C/C(=O)NC(CCSC)C(=O)O)cc1 (centres undefined)	-1.9	14.1	1.5	2.3	-1.1	-6.3	1.8	-0.4	2.1	6.2
COc1ccccc1NC(=S)N(Cc1ccc(C)cc1)Cc1ccccn1	-8.4	4.0	-2.1	2.0	5.7	-1.1	18.7	i	0.1	-0.6
NC(=O)c1ccc(NC(=O)c2ccc(COc3ccc(F)cc3)o2)cc1	-1.2	.	.	1.1	2.2	-8.2	0.5	0.7	0.9	-8.9
O=C(CCC(=O)Nc1ccc(Br)cc1)N/N=C/c1ccc(O)cc1	5.3	9.5	0.2	1.1	-2.7	.	-6.2	-2.8	-0.4	2.9
CCC(C)/C(C)=N/NC(=O)c1ccc(COc2ccc(Cl)c(C)c2)cc1 (centres undefined)	-0.5	-8.3	4.5	-0.4	-16.9	.	-0.8	-0.1	1.2	-2.0
Cc1ccccc1C(=O)NC(=S)NC1CCS(=O)(=O)C1 (centres undefined)	7.1	21.8	0.5	1.3	7.3	0.3	3.1	-2.2	?	0.7
CC1CCN(C(=O)COC(=O)CNC(=O)c2ccccc2F)CC1	2.1	.	.	2.3	.	-9.6	-6.1	-0.3	0.6	-9.4
CC1CCCC(C)N1C(=O)COC(=O)c1n[nH]c(=O)c2ccccc12 (centres undefined)	-4.9	.	.	-1.3	-3.4	-7.1	4.3	i	-0.3	-0.9
Cc1c(CCOC(=O)c2ccc([N+](=O)[O-])cc2)sc[n+]1CC(=O)c1ccccc1	1.7	4.0	2.0	0.4	8.2	13.1	-7.1	-0.5	0.8	28.5
CCCc1nnc(NC(=O)CCC(=O)NC2CCCC2)s1	-0.4	10.7	-1.4	0.6	2.8	-4.9	0.4	-5.8	-0.6	3.0
Cc1cc(NC(=O)c2ccc(F)cc2)no1	9.1	-3.2	-0.1	0.7	6.2	-11.0	2.7	0.7	0.5	2.4
COc1ccc(-c2cc(C(=O)Nc3cc(S(=O)(=O)N4CCOCC4)ccc3N3CCOCC3)c3ccccc3n2)cc1	-3.6	2.0	0.5	-1.1	-18.7	-6.3	-2.8	-1.6	0.5	-8.2
Cc1ccc(S(=O)(=O)NCC(=O)OCC(=O)N(CCC#N)c2ccccc2)cc1	-10.5	.	.	0.5	-0.1	-1.6	2.7	.	-1.3	0.8
O=C(CSc1nnc2c(n1)[nH]c1ccc(S(=O)(=O)N3CCOCC3)cc12)Nc1ccc(F)c(F)c1	-4.4	1.7	0.8	-1.3	-16.6	-7.9	-4.0	0.4	-1.6	-1.6
COCCn1c(SCC(=O)Nc2ccc(S(N)(=O)=O)cc2)nc2ccccc21	-2.4	30.9	-1.9	.	-0.1	2.2	8.1	-0.8	-1.0	-3.6
CC(=O)Nc1cccc(OCC(=O)Nc2ccc(F)cc2)c1	-6.7	2.9	-2.0	.	-1.9	-18.4	4.6	i	-0.2	7.5
COP(=O)(OC)c1nc(-c2ccc(C)cc2)oc1N1CCCCC1	-11.4	-18.4	-1.0	0.1	3.2	50.6*	14.8	i	1.9	2.9
COCCNc1ncnc2c1cnn2Cc1ccccc1Cl	0.9	26.8	-4.1	1.9	-3.4	2.4	3.6	i	-2.2	5.2
Cc1ccc(NC(=O)CCS(=O)(=O)c2cccc3nonc23)c(Br)c1	-2.5	21.5	-6.9	-0.4	-8.2	-8.5	2.6	-0.4	-0.4	4.2
Cc1ccc(-c2c(C#N)c(N)n(-c3ccccc3C)c(=O)c2C#N)cc1	2.9	.	.	1.0	.	.	0.0	-1.1	.	.
O=C(c1cc2c(s1)CCCC2)N1CCN(S(=O)(=O)c2ccccc2)CC1	0.1	.	.	3.2	5.2	-11.3	3.4	-1.2	-0.8	1.1
Cn1nc(-c2ccccc2)c(C(=O)Nc2ccc(Cl)cc2)c1Cl	-2.4	10.2	-0.8	.	7.3	0.1	9.6	-0.2	6.5	-0.1
CSCCC(NC(C)=O)C(=O)Oc1ccc2c3c(c(=O)oc2c1)CCCC3 (centres undefined)	-9.9	-8.0	2.1	.	.	1.1	1.4	0.7	0.8&-0.9	1.5
COc1ccc(NC(=O)CCNC(C)=O)cc1NS(=O)(=O)c1ccc(F)cc1	-3.4	6.7	-0.3	.	1.7	-7.2	-2.7	-0.3	0.7	3.6
CSCSC1=C(C#N)C(c2ccccc2Cl)C(C(C)=O)=C(C)N1 (centres undefined)	-3.2	35.3	3.8	.	-1.7	-14.5	3.5	-0.9	1.8	-3.4
O=C(COc1cccc2ccccc12)N1CCN(c2ccccc2)CC1	-1.1	30.5	-2.8	.	5.4	15.8	44.6	i	3.4	-7.3
Cc1cccc(OCC(=O)Nc2sc3c(c2C#N)CCC3)c1	-9.3	5.4	3.4	1.6	-11.4	-14.6	17.1	1.6	-1.7	5.4
Cc1nnc(NC(=O)C2CCCN(c3ncccn3)C2)s1 (centres undefined)	-5.8	-3.8	-3.4	.	-13.3	-9.2	-5.8	-0.2	1.3	-0.1
CC(=O)c1ccc(NC(=O)CSc2nnc(Cn3c(=O)sc4ccccc43)n2C)cc1	-3.4	5.1	1.6	-0.1	0.0	7.5	3.7	-0.4	?	8.0
O=C(O)C1C2CCC(O2)C1C(=O)NCc1ccncc1 (centres undefined)	-5.5	22.8	-8.2	.	-0.5	6.5	-0.6	0.6	-0.4	1.2
CCCn1cnc2cc(NCc3ccccn3)ccc21	-9.4	29.4	.	1.0	-2.3	5.9	0.8	-0.1	-0.6	7.2
c1coc(CNC2C3CC4CC(C3)CC2C4)c1 (centres undefined)	-2.1	15.5	-5.2	.	-2.1	-2.5	11.1	i	1.8	4.3
COC(=O)CCCCC1SCC(NC(=O)c2ccccc2)C1=O (centres undefined)	-0.8	6.9	-2.4	-0.5	-7.4	0.2	-10.4	-0.2	-0.8	4.9
CCN1CCN(c2sc(S(C)(=O)=O)nc2S(=O)(=O)c2ccc(C)cc2)CC1	2.1	23.2	-4.6	-0.1	4.5	-10.3	4.8	-1.0	0.3	3.9
CC(C(=O)O)c1cccc(Oc2ccccc2)c1 (centres undefined)	-9.3	.	.	2.3	.	1.2	3.1	-0.2	5.8	5.4
Cc1c(Cl)cccc1NC(=O)C1Cc2ccccc2CN1C(=O)c1ccccc1 (centres undefined)	-1.3	21.2	4.6	11.0*	0.2	-5.7	3.2	-0.1	3.5	-0.6
CC(N=C1NS(=O)(=O)c2ccccc21)C(=O)NCCCc1ccccc1 (centres undefined)	-4.5	17.8	-2.1	-1.6	-3.4	5.1	1.4	-1.3	0.3	-2.0
CCS(=O)(=O)Nc1cccc(C2=NN(S(=O)(=O)c3ccc(C)cc3)C(c3cccs3)C2)c1 (centres undefined)	-2.0	-2.7	3.3	.	-35.0	6.2	-9.5	0.2	-1.1	0.4
O=C(NCc1ccc2c(c1)OCO2)NC1CCCCC1	-5.7	-12.5	3.5	0.4	-13.9	-2.3	-5.2	-0.5	-0.1	3.6
COc1ccccc1CC(=O)N(CCC1=CCCCC1)c1c(N)n(Cc2ccccc2)c(=O)[nH]c1=O	1.7	.	.	0.5	4.3	-14.4	20.4	i	-0.7	-7.9
Cc1cccc(Nc2cc(=O)n(C)c(=O)[nH]2)c1	-7.3	16.7	2.6	1.8	0.9	4.4	-0.6	i	-0.9	11.6
CCOc1ccc(S(=O)(=O)N2CCCCC2)cc1NC(=O)Cc1ccsc1	-0.3	.	.	0.0	-2.1	-3.7	3.8	-0.6	0.3	-0.6
COc1ccc(C(CC(=O)N2CCCC2)c2c(O)cc(OC)cc2OC)cc1 (centres undefined)	2.6	18.1	.	-0.1	0.7	-13.2	-0.2	-0.4	-1.7	3.0
Clc1ccccc1CSc1nnc(-c2ccncc2)o1	1.3	30.5	3.7	.	7.2	-13.1	10.5	1.2	1.0	-0.1
CCC(C)NC(=O)C1CCC(=O)N(c2cc(OC)c(OC)c(OC)c2)C1c1ccc(OC)cc1 (centres undefined)	-1.0	39.7	-4.4	.	14.2	-3.2	-15.1	i	-0.5	6.1
O=C(O)c1cccc(NC(=O)c2cn(-c3ccccc3)nc2-c2ccc(F)cc2)c1	-17.7	5.8	3.5	-0.5	-7.2	-15.2	-0.9	i	1.9	0.9
COc1cc2ccccc2ccc1=NO	-4.0	.	.	2.3	.	-9.9	-3.2	i	2.4	2.0
Cc1ccc(Nc2nc3c([nH]2)c(=O)n(C)c(=O)n3C)cc1	-2.5	13.9	-2.1	.	0.9	-25.0&-8.4	7.2	i	2.1	4.7
